G9a inh = inhibitors of human histone lysine methyltransferase G9a | actives 8.8% (n = 350,000) | Q96KQ7 | Potency, µM (highest dose often 102 µM), without a hit: top-dose activity, negative = inhibition, most hits filed as inhibitors | G9a H3K9 monomethylation, AlphaScreen, 2 h; also: potency is read from the fitted curve at half-maximal effect; % is scaled to controls: 0 for no effect and ±100 for the full control effect; nearly all actives have a fitted effect of over 75% in size
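AlphaScreen read-out: biotin-H3K9 peptide (500 nM) methylation by 20 nM enzyme with 20 uM SAM, 2 h at room temperature after 15 min compound preincubation; anti-monomethyl H3K9 antibody plus donor/acceptor beads, 10 min dark.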
HP1b chromo inh = HP1-beta chromodomain-methylated histone interaction inhibition; actives 0.56% (n = 390,000); AlphaScreen HP1-beta / biotin-H3K9me3 peptide binding; Potency, µM (top dose mostly 114 µM), for the others: top-dose activity change, negative = inhibition, most hits filed as inhibitors; AID 540317; also: potency is read from the fitted curve at half-maximal effect; nearly all actives have a fitted effect of over 70% in size; inactives centre near 23
Target sequence (P83916 whole entry, looked up): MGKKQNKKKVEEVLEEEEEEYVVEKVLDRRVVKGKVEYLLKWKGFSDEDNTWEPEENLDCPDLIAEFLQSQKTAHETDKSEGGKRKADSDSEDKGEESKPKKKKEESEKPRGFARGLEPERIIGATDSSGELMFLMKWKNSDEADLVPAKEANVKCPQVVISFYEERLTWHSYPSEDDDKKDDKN
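AlphaScreen: HP1-beta (50 nM) preformed 30 min with biotin-H3(1-18)K9me3 peptide (50 nM) in PBS pH 7.4, 0.01% Tween-20. Compound added for 30 min at RT, then streptavidin donor/nickel chelate acceptor beads (10 ug/mL) for 30 min.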
GLS inhibitor = inhibitors of human glutaminase (GLS); O94925; actives 0.21% (n = 410,000); AID 624170; Potency, µM (titrated, usually from 45.5 µM), inactives show at the highest dose activity change, negative = inhibition, usual class: inhibitors; GLS enzymatic activity, qHTS titration; also: potency is read from the fitted curve at half-maximal effect; % is scaled to controls: 0 for no effect and ±100 for the full control effect
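Enzyme dispensed in phosphate buffer (45 mM, pH 8.2, 0.02% Tween-20), compounds pinned in, then 1 mM L-glutamine solution and the glutamate oxidase–HRP–Amplex Red mix added; fluorescence read immediately and again after 30 min at room temperature.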
JMJD2A Tudor = JMJD2A Tudor domain (human) inhibition; O75164; AlphaScreen JMJD2A-Tudor / H3K4me3 peptide binding; Potency, µM (doses to about 114 µM), for the others: at the highest dose activity change, negative = inhibition, most hits filed as inhibitors; actives 4.4% (n = 390,000); AID 504339; also: potency is read from the fitted curve at half-maximal effect; % is scaled to controls: 0 for no effect and ±100 for the full control effect; nearly all actives have a fitted effect of over 50% in size
12-LOX inh = blocks human arachidonate 12S-lipoxygenase; Potency, µM (doses to about 108 µM), without a hit: at the highest dose activity change, negative = inhibition, hits mostly inhibitors; P18054; actives 1.1% (n = 580,000); purified 12hLO, xylenol orange hydroperoxide absorbance; also: potency is read from the fitted curve at half-maximal effect; % is scaled to controls: 0 for no effect and ±100 for the full control effect
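Hydroperoxide product was detected by ferrous iron/xylenol orange as the 573 to 405 nm absorbance ratio. Arachidonic acid at 40 uM (final) was turned over for 30 min at room temperature by 150 nM human 12hLO, pH 7.0 Hepes buffer, after 15 min compound preincubation.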
PI4K2A block = blocks human PI4K2A kinase activity. Q9BTU6. purified PI4K2A, ADP-Glo luminescence, 1 h; active compounds read low. activity change, negative = inhibition, % at 76.9 µM. actives 0.13% (n = 420,000). AID 1346378; in the data active = activity change below about -50%; inconclusive = mostly about -30% to -49%;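 also: -100% = wells without enzyme as full effect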
Target sequence (Q9BTU6 whole entry, looked up): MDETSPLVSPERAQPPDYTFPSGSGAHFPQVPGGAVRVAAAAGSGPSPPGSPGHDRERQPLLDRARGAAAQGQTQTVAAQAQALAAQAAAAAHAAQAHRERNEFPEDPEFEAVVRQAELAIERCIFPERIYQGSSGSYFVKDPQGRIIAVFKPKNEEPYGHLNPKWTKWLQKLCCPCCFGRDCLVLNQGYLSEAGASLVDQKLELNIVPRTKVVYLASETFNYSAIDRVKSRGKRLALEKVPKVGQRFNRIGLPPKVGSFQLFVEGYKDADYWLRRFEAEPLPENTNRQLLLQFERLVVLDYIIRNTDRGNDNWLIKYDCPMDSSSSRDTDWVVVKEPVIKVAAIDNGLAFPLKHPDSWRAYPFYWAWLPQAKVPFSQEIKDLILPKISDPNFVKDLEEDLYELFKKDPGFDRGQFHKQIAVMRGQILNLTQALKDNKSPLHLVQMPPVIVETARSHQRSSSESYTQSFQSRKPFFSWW
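Compounds are screened against recombinant PI4K2A using PI as substrate and ATP, the latter dispensed at 300 microM. Reactions run one hour at ambient temperature before ADP-Glo detection; full inhibition defined by wells lacking enzyme.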
ERG Ets-DNA blk = blocks human ERG Ets domain binding to DNA; fluorescence polarization, His-ERG Ets domain / labelled DNA; Potency, µM (titrated, usually from 76.9 µM), without a hit: at the top dose FP activity, negative = inhibition, usual class: inhibitors; P11308; actives 0.028% (n = 370,000); active = well fitted inhibition curve with a large enough effect in the polarisation, with a control signal flat; inconclusive = small, poorly fitted or top-dose-only effect, or effect the other way, or a change in a side signal; inactive = no such curve, though single readings can be large or run the other way; the % refers to the polarisation;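 also: polarization taken with two DNA probes labelled with fluorescein and Texas red; potency is read from the fitted curve at half-maximal effect; % of control where 0% means no effect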
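His-tagged ERG Ets domain (1 uM in the protein solution; 300mM KCl, 50mM Tris-HCl, 1mM EDTA, 1mM DTT, pH 7.5) received compound, then a probe mix of 5 nM fluorescein-DNA and 100nM Texas-615-DNA. Fluorescence polarization was read for both dyes.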
BAZ2B block = inhibitors of human BAZ2B bromodomain | Q9UIF8 | AlphaScreen BAZ2B-H3K14Ac peptide displacement | Potency, µM (series often up to 114 µM), for inactives: top-dose activity change, negative = inhibition, actives largely listed as inhibitors | actives 4.4% (n = 360,000) | AID 504333; also: potency is read from the fitted curve at half-maximal effect; % is scaled to controls: 0 for no effect and ±100 for the full control effect; nearly all actives have a fitted effect of over 60% in size
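AlphaScreen luminescence quantifies BAZ2B engagement of H3K14Ac peptide; the protein and biotinylated peptide are both at 50 nM final, buffer PBS pH 7.4 with 0.01% Tween-20, all steps at room temperature.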
RGS4 inhibitor = inhibitors of human regulator of G protein signaling 4 | P49798 | Transcreener GDP fluorescence polarization, RGS4-accelerated GTP hydrolysis | actives 0.039% (n = 390,000) | Potency, µM (highest dose often 114 µM), for inactives: top-dose activity change, negative = inhibition, actives largely listed as inhibitors; also: potency is read from the fitted curve at half-maximal effect; % is scaled to controls: 0 for no effect and ±100 for the full control effect; nearly all actives have a fitted effect of over 75% in size; some results filed as inactive show a strong effect at the top dose
Target sequence (P49798 whole entry, looked up): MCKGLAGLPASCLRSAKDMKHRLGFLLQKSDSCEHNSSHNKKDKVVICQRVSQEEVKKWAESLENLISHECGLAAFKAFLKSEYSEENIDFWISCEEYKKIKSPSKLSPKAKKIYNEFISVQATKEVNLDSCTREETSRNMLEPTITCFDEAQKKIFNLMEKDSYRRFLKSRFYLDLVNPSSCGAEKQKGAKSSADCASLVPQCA
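MLSMR compounds (23 nl, pin-transferred) preincubated 10 min at room temperature with a 500nM (2x) first reagent, then RGS4 at 900nM (2x) plus Transcreener GDP mix added; fluorescence polarization (620/688 nm) read before and after 90 min at 30 °C.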
Active calls of the source: *; i = inactive; ? = inconclusive; nt = not tested or not shown; [ ] = another dose, or the depositor's remark. Unless noted, calls follow the shape of the dose curve; as a rule, active = well fitted curve in the direction sought with a large enough effect; inconclusive = small, poorly fitted or top-dose-only effect, or another doubt; inactive = no such curve, though single readings can be large; an effect the other way counts as inactive or inconclusive.

G9a inh | HP1b chromo inh | GLS inhibitor | JMJD2A Tudor | 12-LOX inh | PI4K2A block | ERG Ets-DNA blk | BAZ2B block | RGS4 inhibitor | SMILES
12.5%[59 µM] | 42.9%[activator] | 3.7% | -20.3% | -1.8% | 2.9 | -1.6% | 2.2% | -3.2% | Cc1c(NC(=O)c2ccc(Cl)s2)c(=O)n(-c2ccccc2)n1C
6.0%[12.7 µM] | 27.2% | -8.2% | -16.2% | 0.0% | -0.5 | 0.1% | 8.4% | -20.3% | CCOC(=O)c1c(NC(=O)COC)sc2c1CCCC2
-6.5% | 24.1% | -0.2% | -14.1% | -5.9% | -1.6 | -2.2% | -4.5% | -8.9% | O=C(CSc1nc2[nH]ncc2c(=O)[nH]1)Nc1ccc(Cl)cc1
nt | 38.6% | 1.4% | -24.1% | ? | -0.2 | nt | nt | -27.6% | Cc1ccc2nc(CSc3nc(C)nc4c3oc3ccccc34)[nH]c2c1
-48.8%[12.7 µM] | 41.5%[activator] | 18.8% | -5.8% | 2.9% | -5.3 | -9.6% | -34.5% | -18.7% | CCCSc1nnc(-c2ccccc2N)c(=O)[nH]1
-5.2% | 1.1% | -1.2% | -13.9% | 0.0% | -1.7 | -11.9% | -14.1% | -22.0% | Cn1ncc(N=Cc2ccccc2[N+](=O)[O-])c1C(N)=O
? | 28.1% | -7.1% | -16.1% | -2.0% | -2.5 | 3.2% | 1.1% | 6.9% | COc1cc(S(=O)(=O)Nc2ccc3cn[nH]c3c2)ccc1Cl
-4.2% | 12.1% | 0.9% | -13.9% | 6.1% | 13.6 | 8.2% | 10.2% | 11.1% | COc1cccc(OC)c1C(=O)N1CCN(c2c(Cc3ccccc3)c(C)nc3ncnn23)CC1
4.6%[59 µM] | 51.4%[activator] | -3.7% | -7.6% | -0.3% | 0.4 | 9.0% | 0.3% | 5.3% | CCOc1ccc(NC(=O)CN(c2cc(C)cc(C)c2)S(=O)(=O)c2c(C)noc2C)cc1
nt | 38.7%[57 µM] | 5.7% | 30.3% | -7.8% | 7.4 | -4.2% | nt | -6.3% | O=C1CC(c2ccc(Cl)cc2)Oc2ccc(Cl)cc21 (stereo unspecified)
30.4%[12.7 µM] | 12.4% | 6.3% | -12.4% | -5.4% | -3.1 | 0.0% | 1.5% | 5.8% | O=c1ccnc(SCn2nnc3ccccc3c2=O)[nH]1
14.4%[59 µM] | ? | 0.1% | ? | -15.5% | -0.2 | 3.5% | ? | -2.0% | CC(C)Cn1c(N)c(C(=O)COC(=O)C2Cc3ccccc3CN2S(C)(=O)=O)c(=O)n(C)c1=O (stereo unspecified)
7.94µM* | 36.6% | 26.0% | -9.8% | 31.6%[activator] | -1.6 | -0.8% | -13.9% | 8.5% | COC(=O)/C=C1/S/C(=N/NC(=O)c2ccccc2OC)NC1=O
? | -9.9% | -7.0% | ? | 3.8% | 5.5 | 7.4% | ? | -16.6% | CN(c1ccccc1)c1nc(N)c([N+](=O)[O-])c(N2CCCCC2)n1
50.1µM* | 48.6%[activator] | 0.7% | -3.0%[11.4 µM] | -10.1% | -4.1 | 2.2% | -0.6% | -3.3% | CCOC(=O)c1cnc2ccccc2c1Nc1cc(C(=O)O)ccc1C
2.2% | 50.8%[activator] | -2.0% | -6.8% | -5.9% | -2.5 | 6.8% | -23.7% | -32.1%[56.9 µM] | COc1cccc(-c2nc(CS(=O)(=O)CC(=O)N3CCCCC3)c(C)o2)c1
nt | ? | 13.1% | ? | ? | 11.9 | -3.0% | nt | ? | O=C1C=CC(=Nc2ccc3c(c2)Cc2cc(F)ccc2-3)O1
-47.5%[59 µM] | 24.2% | 1.5% | -14.2% | 379.6%[activator] | 5.1 | 4.2% | 0.7% | 18.4% | COc1ccc(NC(=O)/C=C/c2cc(Br)ccc2OC)cc1
-16.3%[12.7 µM] | 12.1% | -0.3% | 0.7% | 16.6% | 1.7 | -6.4% | -1.4% | 25.5% | COC(=O)C(NC(=O)C(C)Oc1ccccc1)C(C)C (stereo unspecified)
39.8µM* | -10.2% | 6.6% | -21.5% | -27.9% | -3.3 | -1.6% | -4.6% | -23.6% | COc1ccc(C2CC(=O)c3sc(NC(C)=O)nc3C2)cc1 (stereo unspecified)
-5.9% | 28.2% | 0.0% | -6.2% | 7.0% | 0.9 | -3.9% | -1.7% | -1.8% | CN(C(=O)CN1C(=O)c2cc(Cl)c(Cl)cc2C1=O)C1CCS(=O)(=O)C1 (stereo unspecified)
-20.8%[12.7 µM] | 50.3%[activator] | -8.8% | -1.1% | i | 6.6 | -6.5% | 1.7% | -3.6% | O=C(Cn1c(=O)n(Cc2ccco2)c(=O)c2ccccc21)NCC1CCCO1 (stereo unspecified)
0.6%[59 µM] | 66.1%[activator] | 0.2% | 13.9% | -9.8% | -1.7 | 3.2% | 8.2% | 5.9% | COc1ccc(OC(C)C(=O)NCc2nc(-c3ccc(Cl)cc3)no2)cc1 (stereo unspecified)
? | 30.2% | 11.1% | -8.1% | ? | 2.7 | 3.3% | 1.0% | -12.5% | CN1CCN(C(=S)Nc2ccc(Cl)c(Cl)c2)CC1
nt | 56.2%[activator] | 0.2% | -7.9% | 4.1% | 3.0 | -7.3% | nt | -0.2% | CCN1C[C@@H]2[C@@H]3C(=O)N(C)C(=O)[C@@H]3[C@](Cc3ccccc3)(C1=O)N2C(=O)c1ccc(F)cc1
? | -7.8% | 13.0% | ? | ? | -2.5 | ? | -32.2% | -4.9% | COc1ccc(-n2c(=O)c3c4c(sc3n(Cc3ccc(C(C)(C)C)cc3)c2=O)CCC4)c(OC)c1
4.3% | 44.9%[activator] | 5.9% | -8.2% | 8.4% | 1.9 | 4.3% | 22.7%[57.1 µM] | -25.1% | COc1ccc(Cl)cc1NC(=O)c1sc2nc(C)nc(N3CCOCC3)c2c1C
25.0% | -0.2% | -9.3% | ? | -21.8% | 10.9 | 3.0% | -2.6% | 7.8%[11.4 µM] | COc1cccc(NC(=O)CCc2nnc3ccc(N4CCC(C)CC4)nn23)c1
32.6% | 31.2% | -0.2% | -14.4% | 435.5%[activator] | -4.1 | 3.8% | -34.0% | -21.4% | CN(CC1CCCO1)S(=O)(=O)c1ccc(C(=O)Nc2ccc(S(N)(=O)=O)cc2)cc1 (stereo unspecified)
-30.1%[59 µM] | 27.3% | 0.0% | -14.8% | 0.6% | -1.0 | 11.6% | -7.1% | 11.6% | COC(=O)c1c(NC(=O)c2nc(SCc3ccc(C)cc3)ncc2Cl)sc2c1CCCC2
? | 4.2% | 13.1% | -12.3% | -29.1% | -3.2 | 0.7% | -5.2%[57.1 µM] | -2.5% | CCOC(=O)c1[nH]c2ccc(OC)cc2c1NC(=O)c1cccc(OC)c1
1.58µM* | -5.5%[57 µM] | -8.4% | 28.2µM* | 2.5% | -3.9 | -0.1% | 20µM* | 24.8% | CC(Oc1ccccc1)C(=O)Nc1nnc2n1CCS2 (stereo unspecified)
-3.2%[59 µM] | 37.6% | -22.9% | -6.3% | -27.2% | -7.1 | -0.5% | -16.5% | -30.4% | CCOc1ccc(C(=O)NCc2ccc3c(c2)CCN3C(=O)c2ccc(Cl)cc2)cc1
-9.5% | 43.5%[activator] | -4.2% | -18.1% | -15.8% | 2.1 | -3.7% | -14.9% | 20.7% | COc1ccc(CCn2ccc(O)c(Cc3c(F)cccc3Cl)c2=O)cc1OC
-3.6%[59 µM] | 55.5%[activator] | 4.4% | -2.2% | -10.7% | -4.4 | -0.6% | 10.9% | -13.7% | COc1ccc(OC)c(NC=C2C(=O)OC(C)(C)OC2=O)c1

Seven consecutive entries out of the list so far:
G9a inh | HP1b chromo inh | GLS inhibitor | JMJD2A Tudor | 12-LOX inh | PI4K2A block | ERG Ets-DNA blk | BAZ2B block | RGS4 inhibitor | SMILES
32.6% | 31.2% | -0.2% | -14.4% | 435.5%[activator] | -4.1 | 3.8% | -34.0% | -21.4% | CN(CC1CCCO1)S(=O)(=O)c1ccc(C(=O)Nc2ccc(S(N)(=O)=O)cc2)cc1 (stereo unspecified)
-30.1%[59 µM] | 27.3% | 0.0% | -14.8% | 0.6% | -1.0 | 11.6% | -7.1% | 11.6% | COC(=O)c1c(NC(=O)c2nc(SCc3ccc(C)cc3)ncc2Cl)sc2c1CCCC2
? | 4.2% | 13.1% | -12.3% | -29.1% | -3.2 | 0.7% | -5.2%[57.1 µM] | -2.5% | CCOC(=O)c1[nH]c2ccc(OC)cc2c1NC(=O)c1cccc(OC)c1
1.58µM* | -5.5%[57 µM] | -8.4% | 28.2µM* | 2.5% | -3.9 | -0.1% | 20µM* | 24.8% | CC(Oc1ccccc1)C(=O)Nc1nnc2n1CCS2 (stereo unspecified)
-3.2%[59 µM] | 37.6% | -22.9% | -6.3% | -27.2% | -7.1 | -0.5% | -16.5% | -30.4% | CCOc1ccc(C(=O)NCc2ccc3c(c2)CCN3C(=O)c2ccc(Cl)cc2)cc1
-9.5% | 43.5%[activator] | -4.2% | -18.1% | -15.8% | 2.1 | -3.7% | -14.9% | 20.7% | COc1ccc(CCn2ccc(O)c(Cc3c(F)cccc3Cl)c2=O)cc1OC
-3.6%[59 µM] | 55.5%[activator] | 4.4% | -2.2% | -10.7% | -4.4 | -0.6% | 10.9% | -13.7% | COc1ccc(OC)c(NC=C2C(=O)OC(C)(C)OC2=O)c1

High-throughput results deposited in PubChem BioAssay by National Center for Advancing Translational Sciences (NCATS).

The list is partial; count on the stated rates, not on these rows.
